# Bioassay records as filed in PubChem.
# Lmaj promast: inhibitors of Leishmania major promastigote growth. Leishmania major promastigotes, resazurin fluorescence viability. inhibition, % at 10 µM. hit rate 9% among 200,000. AID 1063;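 also: promastigotes grown with compound for 44 hours at 28 °C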
# G6PDH counter: inhibits Leuconostoc G6PDH, flagging false hits in G6PDH-based assays; hit rate 0.12% among 200,000; inhibition, % at 5 µM; Purified L. mesenteroides G6PDH, diaphorase/resazurin coupled fluorescence, 45 min
# PMI activator: increases human mannose-6-phosphate isomerase activity; hit rate 0.005% among 190,000; P34949; purified human PMI, coupled resazurin fluorescence, 20 min; stronger effect = higher value; 1 = vehicle control, 0 substrate-free wells; activation factor at 20 µM;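 active = activation factor of 2 or more at 20 µM, relative to plate controls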
# Target sequence (P34949 whole entry, looked up): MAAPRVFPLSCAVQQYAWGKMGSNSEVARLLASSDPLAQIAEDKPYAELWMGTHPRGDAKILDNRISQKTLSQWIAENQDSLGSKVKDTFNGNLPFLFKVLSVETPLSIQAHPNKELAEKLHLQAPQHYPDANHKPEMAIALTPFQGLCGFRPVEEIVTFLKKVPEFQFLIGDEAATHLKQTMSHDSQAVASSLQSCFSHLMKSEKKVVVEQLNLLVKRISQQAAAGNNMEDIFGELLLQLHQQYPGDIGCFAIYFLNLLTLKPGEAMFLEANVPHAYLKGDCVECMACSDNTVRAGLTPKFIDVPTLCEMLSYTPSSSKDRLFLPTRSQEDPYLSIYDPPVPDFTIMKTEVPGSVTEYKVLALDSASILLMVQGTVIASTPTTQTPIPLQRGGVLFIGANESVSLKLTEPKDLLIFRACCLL
# TLR4 MyD88 comp: inhibitors of human TLR4-MyD88 binding; HeLa CL3-4 TLR4/MyD88 BLA complementation, FRET ratio; inhibition, % at 8.4 µM; hit rate 0.18% among 200,000; AID 861; in the data active = inhibition above about 25%;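 also: 0% = vehicle and 100% = reference inhibitor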
# S1P3 antagonist: antagonists of human S1P3 receptor; AID 485; inhibition, % at 4.98 µM; Q99500; CHO S1P3 NFAT-BLA reporter, FRET fluorescence, antagonist mode; hit rate 0.27% among 170,000;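 active = inhibition above the plate cutoff, the mean inhibition of test wells on that plate plus 3 SD, cut at about 28% in these data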;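 also: cells challenged with S1P at its EC80 of 0.8 µM; blue over green emission ratio from cleaved BLA substrate after 4 h stimulation; 0% = S1P-stimulated wells and 100% = unstimulated DMSO-only wells; some compounds past the cut are filed as inactive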
# Target sequence (Q99500 whole entry, looked up): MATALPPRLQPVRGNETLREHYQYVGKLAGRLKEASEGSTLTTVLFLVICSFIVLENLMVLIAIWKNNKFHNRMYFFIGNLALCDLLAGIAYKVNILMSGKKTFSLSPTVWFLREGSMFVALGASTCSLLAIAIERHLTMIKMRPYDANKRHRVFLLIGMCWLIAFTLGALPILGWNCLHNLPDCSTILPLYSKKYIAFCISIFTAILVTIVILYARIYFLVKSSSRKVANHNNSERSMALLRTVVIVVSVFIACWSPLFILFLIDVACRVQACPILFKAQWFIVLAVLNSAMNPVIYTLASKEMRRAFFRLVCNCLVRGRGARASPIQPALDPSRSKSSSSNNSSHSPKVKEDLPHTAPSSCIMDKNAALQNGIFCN
# PMI act hi M6P: PMI (human) activation, high substrate | P34949 | coupled PMI enzyme assay, resazurin fluorescence, 20 min; stronger effect = higher value; 1 = untreated enzyme, 0 = substrate-free blank | activation factor at 20 µM | hit rate 0.34% among 190,000 | AID 1216;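 active = activation factor of 2 or more at 20 µM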
#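 Test system: human phosphomannose isomerase with PGI, G6PDH, diaphorase coupling enzymes; amount: 15 ng/mL PMI; incubation: enzyme reaction with compound 20 min at room temperature; technique: resorufin fluorescence (Ex 544/Em 590 nm) from resazurin via diaphorase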
# Redox H2O2 prof: compounds producing H2O2 with reducing agent – biochemical, NIH compound library profiling, artefact control for MLSCN library redox annotation, primary screen. DTT-dependent redox cycling H2O2, phenol red/HRP absorbance; 100% = 100 µM peroxide control, 0% = buffer. activation, % at 10 µM. hit rate 0.03% among 200,000;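 active = activation of at least 50% relative to the plate's high and low controls in the primary single-dose screen; inactive = activation below 50%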;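 also: compound incubated with DTT at 0.8 mM final as the reducing agent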
# Hsp70 act: transcriptional activators of Hsp70; HeLa Hsp70 promoter luciferase reporter, luminescence; scaled: vehicle 0, proteasome-inhibitor control 100%; activation, % at 10 µM; hit rate 0.04% among 200,000;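 active = activation above the mean across all tested compounds plus 3 SD, cutoff set per campaign, cut at about 5.5% in these data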;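 also: 100% = MG132 at 30 µM as the positive control and 0% = DMSO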
# Diaph inh CS: inhibits diaphorase or chemically oxidizes, flagging diaphorase assay artifacts; hit rate 0.69% among 190,000; inhibition, % at 20 µM; diaphorase resazurin-to-resorufin fluorescence, NADH, 16 min; bacterial (C. kluyveri) enzyme, not human;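 active = primary screen inhibition at 20 µM above a set limit, cut at about 50% in these data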;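 also: plate controls were DMSO with full reaction for no effect and wells lacking NADH for full effect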
#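 Assay system – diaphorase enzyme from Clostridium kluyveri · Amount – diaphorase 0.14 U/mL (working solution) · Times – reaction incubation of 16 min at room temperature · Controls – No-NADH positive control and DMSO neutral control · Signal – resorufin fluorescence 544/590 nm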
# RAM inhibit: yeast RAM network inhibition; S. cerevisiae dse1pr::URA3 reporter, 5-FOA growth OD615, 2 d; analog-sensitive cbk1-as2 kinase mutant strain; inhibition, % at 50 µM; hit rate 1.8% among 190,000; AID 868;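 active = inhibition above a set limit, 3 SD over mean compound inhibition, cut at about 8.4% in these data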;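 also: 0% = DMSO-only wells with no growth and 100% = 10 µM 1-NA-PP1 full growth; inhibition rescues growth on 5-FOA so higher OD means more RAM inhibition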
# Diaph act CS: counter-screen for diaphorase-based assays: diaphorase activators and chemical reducers. Diaphorase/resazurin coupled assay, resorufin fluorescence, 16 min; stronger effect = higher value; 1 = vehicle wells, 0 = NADH-free wells. activation factor at 20 µM. hit rate 0.005% among 190,000. AID 1229;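 active = diaphorase activity raised at least twofold by the compound at 20 µM; inactive = activation factor below 2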
#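 System – purified diaphorase enzyme from Clostridium kluyveri · Input – enzyme 0.07 U/mL final · Also added – final NADH 0.114 mM, resazurin 0.1 mM · Measured by – fluorescence of resorufin, 544 nm excitation, 590 nm emission · Timing – 16 min enzyme reaction, ambient temperature · Measure – resorufin increase flagging diaphorase activators or reducers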
# * marks the source's active call; other numbers are inactive results; · = not tested or not shown. Rule as the data show it, unless noted: active = inhibition above about 50%; inactive = the rest.
1. CCN(CC)S(=O)(=O)c1ccc(S(=O)(=O)N2CCN(C(=O)c3ccco3)CC2)cc1
2. Cc1cccc(C)c1NC(=O)CSc1nnc(-c2cccnc2)o1
3. CC(C(=O)NN=C(c1ccccc1)c1ccccc1)N1CCOCC1 (stereo unspecified)
4. Cc1ccc(-c2cn3cccnc3n2)cc1NC(=O)c1c(-c2ccccc2Cl)noc1C
5. Cc1ccc(CS(=O)(=O)CCC(=O)O)cc1
6. NC(=S)N/N=C/c1ccc(C(F)(F)F)cc1
7. CCCCOC(=O)C1C2C=C[C@]3(CN(CCCOC)C(=O)[C@H]13)O2 (stereo partly specified)
8. CCOC(=O)C1CCN(CC(O)COc2ccc(C(C)(C)C)cc2)CC1 (stereo unspecified)

compound no.	1	2	3	4	5	6	7	8
Lmaj promast	-3	-7	-9	29	10	70*	3	92*
G6PDH counter	-1	-1	11	0	3	2	4	17
PMI activator	1	1	0.9	1	1.2	0.9	0.9	0.8
TLR4 MyD88 comp	-16	4	1	-8	-2	-21	1	-11
S1P3 antagonist	·	6	-3	·	-5	-4	-9	-19
PMI act hi M6P	0.9	0.9	0.9	1.1	1.1	0.9	0.8	0.9
Redox H2O2 prof	2.0	-0.1	-0.3	-0.3	-0.8	-0.4	-0.2	-0.1
Hsp70 act	-0.3	-0.2	-0.1	0.1	-0.3	-0.2	-0.1	-0.4
Diaph inh CS	17	16	1	27	-12	11	24	20
RAM inhibit	2.6	0.0	5.1	-0.1	-0.4	-0.4	1.0	-0.1
Diaph act CS	0.8	0.8	1	0.7	1.1	0.9	0.8	0.8

9. CC(C)C(=O)N1CCN(c2cc(N3CCN(C)CC3)c(F)cc2[N+](=O)[O-])CC1
10. Cc1ccc(C(=O)NCC(=O)N/N=C/c2cccs2)cc1[N+](=O)[O-]
11. O=S(=O)(c1ccc(Oc2ccc(Br)cc2)cc1)N1CCOCC1
12. Cc1ccc(NCc2ccccc2O)cc1
13. NS(=O)(=O)c1ccc(NC(=O)COC(=O)C2(c3ccc(F)cc3)CCCC2)cc1
14. O=c1[nH]c2ccc(N=Cc3c(O)ccc4cc(Br)ccc34)cc2[nH]1
15. CCOc1ccc(NC(=O)Nc2cccs2)cc1
16. CC(NC(=O)/C=C/c1ccco1)c1nc2ccccc2n1Cc1c(Cl)cccc1Cl (stereo unspecified)

compound no.	9	10	11	12	13	14	15	16
Lmaj promast	96*	10	12	1	70*	-7	-2	-4
G6PDH counter	6	-4	2	8	16	8	8	-16
PMI activator	1	1	0.9	0.9	0.9	0.4	1.1	1
TLR4 MyD88 comp	9	-4	7	-10	6	1	5	1
S1P3 antagonist	2	-13	3	·	-7	5	·	-7
PMI act hi M6P	1.1	1	1	0.9	1	0.3	1.2	1
Redox H2O2 prof	-0.8	-0.8	0.7	-0.6	0.1	1.0	0.1	0.6
Hsp70 act	-0.2	-0.2	-0.3	-0.2	-0.4	-0.1	-0.1	0.3
Diaph inh CS	-5	11	8	18	8	55*	5	4
RAM inhibit	0.5	3.0	7.7	1.2	0.4	2.5	3.3	0.4
Diaph act CS	1	0.9	0.9	0.8	0.9	0.4	1	1

17. CCOC(=O)CNC(=O)CSc1nnc(-c2ccccc2)n1Cc1ccco1
18. CCC(Cc1ccccc1)NC(=O)C1CCN(S(=O)(=O)c2c(C)noc2C)CC1 (stereo unspecified)
19. CCOC(=O)CN(C(=O)c1ccccc1)c1ccccc1C
20. Fc1ccc(CNc2nc3ccccc3n3nnnc23)cc1
21. CCCc1nnc(NC(=O)c2ccc([N+](=O)[O-])cc2)s1
22. Cc1cc(C(=O)OCC(=O)N2CC(C)OC(C)C2)ccc1[N+](=O)[O-] (stereo unspecified)
23. CC1Cc2ccccc2N1C(=O)CSc1nc2c(c(=O)n(C)c(=O)n2C)n1Cc1ccccc1 (stereo unspecified)
24. c1ccc2c(Cn3nnc4ccccc43)cccc2c1

compound no.	17	18	19	20	21	22	23	24
Lmaj promast	-7	92*	7	0	-10	-8	64*	3
G6PDH counter	16	8	-1	10	-12	1	1	5
PMI activator	1.1	1.2	1	1.1	1.1	1.3	1	0.9
TLR4 MyD88 comp	-2	-7	2	-4	11	20	-5	-6
S1P3 antagonist	0	·	-7	·	-6	1	-1	7
PMI act hi M6P	1.3	1.2	1	1.1	1.2	1.2	1	0.9
Redox H2O2 prof	3.8	-3.2	2.8	0.1	-0.1	0.2	-0.7	0.7
Hsp70 act	-0.1	-0.2	-0.3	0.1	-0.2	-0.2	-0.3	-0.1
Diaph inh CS	13	0	10	4	8	-16	23	8
RAM inhibit	0.5	2.8	2.3	3.5	2.3	-0.5	3.5	1.2
Diaph act CS	0.9	1	0.9	1	0.9	1.2	0.8	0.9

25. Cc1nc(SCC(=O)Nc2cccnc2Cl)nc(C)c1C
26. CC(C)COc1cccc(C(=O)NC(=S)Nc2cccc(NC(=O)c3ccccc3Cl)c2)c1
27. CCCCn1c(C)cc(/C=C(\C#N)C(=O)O)c1C
28. CCc1nn(C(C)C(=O)NCCc2ccc(OC)c(OC)c2)c(=O)c2cc3occc3n12 (stereo unspecified)
29. O=C(c1cc(S(=O)(=O)N2CCOCC2)c(Cl)cc1Cl)N1CCCCC1
30. Cc1cc(C)nc(N2CCC(C(=O)NCc3cccs3)CC2)n1
31. CSc1n[nH]c(/N=C/c2oc(O)c3ccccc23)n1
32. O=C(Nc1ccc(Cc2ccc(NC(=O)C3CC3)cc2)cc1)C1CC1

compound no.	25	26	27	28	29	30	31	32
Lmaj promast	-3	80*	1	-2	-2	-4	-9	-5
G6PDH counter	16	-11	-4	1	4	-3	3	4
PMI activator	1	0.9	0.9	0.9	1	1.1	1.6	1
TLR4 MyD88 comp	-5	-17	-8	-6	0	-4	6	-1
S1P3 antagonist	1	-3	-10	-55	23	-17	-26	-4
PMI act hi M6P	1	0.9	0.9	1	0.8	1	1.6	1
Redox H2O2 prof	0.1	-0.6	-0.1	-2.2	0.4	-0.5	-0.6	0.2
Hsp70 act	0.0	-0.3	0.0	-0.1	-0.3	-0.1	-0.1	-0.2
Diaph inh CS	0	27	12	2	15	14	13	4
RAM inhibit	0.1	6.7	3.3	-0.7	2.4	0.4	4.9	5.7
Diaph act CS	1	0.7	0.9	1	0.9	0.9	0.9	1

33. CSc1nnc(Cc2cc(=O)[nH]c(=O)[nH]2)n1-c1cc(C)ccc1C
34. CC(=O)Nc1cc(S(=O)(=O)Nc2cccc(C)c2)c(C)cc1C
35. O=C(COc1ccc(Cl)cc1Cl)N1CCCC1
36. Cc1cccc(C(C)Nc2ccc([N+](=O)[O-])cn2)c1 (stereo unspecified)
37. O=C(NCCF)[C@H]1C[C@@H]1[C@H](NP(=O)(c1ccccc1)c1ccccc1)c1ccccc1
38. Cc1ccc(N2C(=O)CS(=O)(=O)CC2=O)cc1
39. CCCOC(=O)c1ccc(Cl)c(NC(=O)c2cccnc2)c1
40. CC1CC1c1ccc(/C=C(\C#N)C(=O)Nc2ccccc2Cl)o1 (stereo unspecified)

compound no.	33	34	35	36	37	38	39	40
Lmaj promast	-10	2	-6	33	-5	7	1	-6
G6PDH counter	-19	10	3	13	10	0	3	-17
PMI activator	1	0.9	1	0.9	1	1	1	0.8
TLR4 MyD88 comp	4	-8	6	6	3	-5	-6	-4
S1P3 antagonist	-17	·	·	·	-28	5	-2	-14
PMI act hi M6P	1	0.9	1	0.9	0.9	0.9	1.1	0.9
Redox H2O2 prof	1.9	1.5	0.1	-5.7	-0.5	-0.6	0.2	0.2
Hsp70 act	0.1	-0.2	-0.2	-0.1	-0.4	-0.2	-0.1	-0.1
Diaph inh CS	8	12	3	2	-5	11	2	11
RAM inhibit	0.5	1.6	1.1	-0.3	1.1	1.1	-0.8	-0.9
Diaph act CS	0.9	0.9	1	1	1.1	0.9	1	0.9

41. COC(=O)c1ccc(NC(=O)CN2CCN(c3cccc(Cl)c3)CC2)cc1
42. CCCCOc1ccc(NC(=O)C(=O)NCCCn2ccnc2)cc1
43. CCOC(=O)C1(c2nc(N)cs2)COC(=O)C1 (stereo unspecified)
44. Cc1ncc([N+](=O)[O-])n1CCOC(=O)C12CC3CC(CC(C3)C1)C2

compound no.	41	42	43	44
Lmaj promast	0	17	-4	1
G6PDH counter	10	11	5	4
PMI activator	0.7	1	1	0.9
TLR4 MyD88 comp	21	4	-4	-22
S1P3 antagonist	-7	-4	·	4
PMI act hi M6P	0.8	1.1	1.1	1
Redox H2O2 prof	1.4	-0.1	0.2	-0.1
Hsp70 act	0.1	-0.2	0.0	0.1
Diaph inh CS	30	4	4	2
RAM inhibit	0.5	-1.0	1.4	2.9
Diaph act CS	0.7	1	1	1
